SW480 rereplic – inducers of DNA re-replication in SW480 colon cancer cells; SW480 DNA re-replication, Hoechst DNA content imaging, 48 h; Potency, µM (top dose mostly 46.1 µM), without a hit: top-dose re-replication activation, usual class: activators; actives 1.8% (n = 340,000); also: potency is read from the fitted curve at half-maximal effect; % of control where 0% means no effect; nearly all actives have a fitted effect of over 55% in size
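Image-based read-out: total Hoechst fluorescence of nuclei (405 nm excitation, 500-530 nm emission), with hits raising the fraction of high-intensity nuclei. SW480 colon cells incubated 48 hr with compounds at 37 C.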
DRD3 agonist – activates the human D3 dopamine receptor; D3R DiscoveRx beta-arrestin cells, luminescence, 90 min; max activation, %; actives 0.58% (n = 410,000); AID 652048; in the data active = max activation above about 30%; also: 0% is about no effect; mostly tested at two doses, the higher about 12 µM
Target sequence (P35462 whole entry, looked up): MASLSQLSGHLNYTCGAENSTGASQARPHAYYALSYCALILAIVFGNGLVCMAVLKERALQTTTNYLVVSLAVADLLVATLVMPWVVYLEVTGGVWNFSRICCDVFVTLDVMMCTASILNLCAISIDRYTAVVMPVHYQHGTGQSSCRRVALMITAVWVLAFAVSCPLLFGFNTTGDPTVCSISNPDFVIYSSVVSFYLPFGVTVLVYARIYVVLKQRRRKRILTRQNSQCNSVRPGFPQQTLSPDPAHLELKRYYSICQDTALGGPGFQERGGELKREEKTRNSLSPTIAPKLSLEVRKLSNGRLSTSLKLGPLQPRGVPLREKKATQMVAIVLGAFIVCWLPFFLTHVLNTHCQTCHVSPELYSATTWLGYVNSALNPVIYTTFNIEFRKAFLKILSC
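Cells at 1500/well, incubated overnight, then treated with pinned compounds (dopamine as control) for 90 min at 37 degrees C. DiscoveRx reagent added for 30 - 60 minutes at room temperature; luminescence read.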
GLP-1R agonist – activates the human GLP-1 receptor | Potency, µM (series often up to 45.6 µM), inactives show at the highest dose activation, hits mostly activators | HEK293 GLP-1R CRE-luciferase, luminescence, 4-6 h; cells express a hypersensitive GLP-1R form | actives 0.007% (n = 380,000) | P43220 | AID 624172; also: potency is read from the fitted curve at half-maximal effect; % of control where 0% means no effect
Target sequence (P43220 whole entry, looked up): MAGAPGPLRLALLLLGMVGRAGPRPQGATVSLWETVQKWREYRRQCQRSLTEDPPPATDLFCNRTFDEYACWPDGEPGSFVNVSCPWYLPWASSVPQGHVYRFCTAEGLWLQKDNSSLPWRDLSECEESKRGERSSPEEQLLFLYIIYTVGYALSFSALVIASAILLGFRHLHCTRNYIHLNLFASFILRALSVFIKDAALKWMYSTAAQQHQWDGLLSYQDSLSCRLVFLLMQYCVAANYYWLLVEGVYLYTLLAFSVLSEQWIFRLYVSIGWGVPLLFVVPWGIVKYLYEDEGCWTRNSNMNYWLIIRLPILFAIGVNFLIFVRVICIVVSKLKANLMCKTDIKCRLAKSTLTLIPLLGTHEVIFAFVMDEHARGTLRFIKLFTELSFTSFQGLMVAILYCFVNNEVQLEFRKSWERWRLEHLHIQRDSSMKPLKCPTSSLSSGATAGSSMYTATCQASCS
IL-1B inflam inh – inflammasome signaling inhibition, IL-1 beta readout | actives 4.7% (n = 360,000) | activity change, % at 57.5 µM | THP-1 LPS/ATP IL-1B secretion, AlphaLISA, 16 h; active compounds read low | AID 743279; in the data active = activity change below about -50%; inconclusive = mostly about -30% to -49%; also: % is scaled to controls: 0 for no effect and ±100 for the full control effect
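THP-1 cells pretreated 1 hr with compounds (up to 57.5 uM final), then stimulated with LPS (250 ng/mL final) plus ATP (1.25 mM final); secreted IL-1B measured by AlphaLISA after 16 hr, decreased signal indicating inhibition.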
DRD3 antagonist – D3 dopamine receptor (human) antagonism. P35462. D3R cells, DiscoveRx beta-arrestin luminescence, antagonist mode; active compounds read low. max response, negative = inhibition, %. actives 2.5% (n = 360,000). AID 652054; in the data active = max response below about -50%; inconclusive = no clear call, values can overlap the other calls; also: % is scaled to controls: 0 for no effect and ±100 for the full control effect; mostly tested at two doses, the higher about 12 µM
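Cells expressing the human receptor were seeded at 1500 cells/well, incubated overnight at 37 degrees C in 5% CO2, then exposed to library compounds with dopamine controls for 90 minutes at 37 degrees C before luminescent detection.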
KB-3-1 tox – KB-3-1 parental cell cytotoxicity | KB-3-1 viability, CellTiter-Glo ATP luminescence, 72 h | Potency, µM (series often up to 46.1 µM), for the others: at the top dose activity change, negative = cytotoxic, hits mostly cytotoxic | actives 1.4% (n = 400,000); also: potency is read from the fitted curve at half-maximal effect; % is scaled to controls: 0 for no effect and ±100 for the full control effect; nearly all actives have a fitted effect of over 60% in size
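Luminescent ATP read-out (CellTiter-Glo) measures survival of drug-naive KB-3-1 cells after 72 h compound exposure at 37 °C. Titration series was screened from lowest to highest concentration, with DMSO vehicle plates as background controls.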
HT1080 IDH1KD tx – HT-1080 IDH1 knockdown cell toxicity (counter line); AID 686971; HT-1080 IDH1 knockdown viability, ATP luminescence, 48 h; actives 2% (n = 360,000); Potency, µM (titrated, usually from 46.1 µM), without a hit: top-dose activity, negative = toxicity, actives largely listed as cytotoxic;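 also: potency is read from the fitted curve at half-maximal effect; 0% = DMSO wells and -100% = cell-free medium wells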
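In this qHTS, HT-1080 cells depleted of IDH1 are exposed for 48 h at 37 °C to compound titrations. Toxicity is scored from CellTiter-Glo luminescence, with DMSO as full viability and medium alone as none.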
HT1080-NT tox – kills 2HG-producing HT-1080-NT fibrosarcoma cells | HT-1080-NT fibrosarcoma viability, CellTiter-Glo ATP luminescence, 48 h | actives 1.6% (n = 360,000) | Potency, µM (titrated, usually from 46.1 µM), without a hit: at the highest dose activity, negative = less viability, usual class: cytotoxic;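 also: NT is the 2HG producing partner of a matched IDH1 knockdown line; potency is read from the fitted curve at half-maximal effect; 0% = DMSO-treated cells and -100% = media-only wells without cells; nearly all actives have a fitted effect of over 55% in size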
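Toxicity toward the 2HG-producing NT line was scored as %Activity, normalised to DMSO and no-cell wells, from CellTiter-Glo luminescence after 48 hours' treatment.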
KB-V1 MDR tox – KB-V1 MDR subline cytotoxicity; KB-V1 MDR cells viability, CellTiter-Glo, 72 h; actives 3.4% (n = 400,000); Potency, µM (highest dose often 46.1 µM), inactives show at the highest dose activity change, negative = cytotoxicity, hits mostly cytotoxic; also: potency is read from the fitted curve at half-maximal effect; % is scaled to controls: 0 for no effect and ±100 for the full control effect; nearly all actives have a fitted effect of over 60% in size
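Readout: CellTiter-Glo luminescence, 10 min after addition. Cells: KB-V1 MDR subline, 72 h at 37 degrees C with compound. Analysis: corrected, normalized data fitted to concentration-effect curves.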
Active calls of the source: *; i = inactive; ? = inconclusive; nt = not tested or not shown; [ ] = dose if it differs, or a comment. Unless noted, calls follow the shape of the dose curve; as a rule, active = well fitted curve in the direction sought with a large enough effect; inconclusive = small, poorly fitted or top-dose-only effect, or another doubt; inactive = no such curve, though single readings can be large; an effect the other way counts as inactive or inconclusive.

Each structure is followed by: HT1080 IDH1KD tx | DRD3 agonist | IL-1B inflam inh | KB-V1 MDR tox | GLP-1R agonist | DRD3 antagonist | HT1080-NT tox | SW480 rereplic | KB-3-1 tox
> OCCN1CCN(c2cc(-c3ccc4ccccc4c3)nc3ccnn23)CC1
→ 1% | -7 | -9 | 2% | 2% | -6 | -19% | nt | 0%
> CC(C)(C)c1ccc(C(=O)N2CCN(c3nc4ccccc4o3)CC2)cc1
→ 17% | 12 | 16 | 4% | -4% | 16 | 8% | -5% | 0%
> Cc1cc2cc(CNC(=O)c3cccs3)ccc2[nH]1
→ 4% | -3 | -25 | 0% | 2% | -21 | 0% | -7% | -3%
> CC(=O)c1ccc(OCC(=O)Nc2c(C)nn(-c3ccccc3)c2C)cc1
→ -8% | 1 | -12 | 0% | 2% | 17 | -1% | 2% | -7%
> C[C@H](N)C(=O)NC[C@H]1O[C@@H](n2cnc3c(N)ncnc32)[C@H](O)[C@@H]1O
→ 9% | 4 | 7 | 16% | -4% | -3 | 1% | ? | 4%
> N=c1c(C(=O)NCc2ccccc2)cc2c(=O)n3ccccc3nc2n1CCCN1CCOCC1
→ -14% | -2 | 2 | -8% | -6% | 1 | -4% | 9.2µM* | ?
> Cc1ccc(SCC(=O)OC(C)C(=O)N2CCc3ccccc32)cc1 (stereo not drawn)
→ 1% | -3 | 5 | -8% | 10% | 13 | -1% | 1% | 0%
> CC12CC(c3ccccc3O1)N(C(=O)c1ccco1)C(=S)N2c1ccc(F)cc1 (stereo not drawn)
→ ? | -2 | 40 | -1% | -7% | -19 | ? | 12% | 0%
> C[C@@H]1CN([C@@H](C)CO)C(=O)c2cc(Br)cnc2O[C@@H]1CN(C)C(=O)C1CCCCC1
→ 19% | 4 | -2 | -14% | 8% | 22 | 6% | nt | 3%
> COc1ccc(NC(=S)N2CCN(C(c3ccccc3)c3ccccc3)CC2)c(OC)c1
→ ? | -15 | -59* | -1% | 3% | -16 | -2% | 3% | -3%
> c1cc(-c2cc3c(o2)CCCC3OCCN2CCOCC2)cs1 (stereo not drawn)
→ 3% | -11 | -11 | -29% | 8% | ? | 0% | nt | -3%
> O=C1c2ccccc2C(=O)N1CCCCSc1nnnn1-c1ccccc1
→ 4% | 4 | 1 | -7% | -2% | 6 | -1% | -5% | 5%
> CCN(CC(=O)Nc1c(F)cccc1F)C(=O)c1ccc2c(c1)C(=O)N(c1ccccc1C)C2=O
→ 9% | 1 | 10 | 8% | -1% | 23 | 2% | nt | 1%
> COCCNC(=O)C1CCN(S(=O)(=O)c2ccccc2)CC1
→ -8% | -7 | 4 | -5% | -1% | -3 | -12% | 13% | 8%
> O=C(Nc1ccccc1N1CCCC1)c1cccc(F)c1
→ 3% | 6 | 7 | 11% | 4% | 23 | -1% | 1% | 7%
> COc1ccc(OC)c(NC(=S)NCC(c2cccnc2)N2CCOCC2)c1 (stereo not drawn)
→ 6% | 2 | 9 | 0% | -7% | 22 | 6% | 0% | 2%
> COC(=O)C1Sc2[nH]c(=O)sc2C2c3ccccc3OC(=O)C12 (stereo not drawn)
→ 6% | -3 | -10 | 11% | -1% | -14 | 10% | -8% | -6%
> COc1ccccc1NC(=O)c1ccc(-n2cccn2)c([N+](=O)[O-])c1
→ 6% | 1 | -28 | -8% | 23% | -7 | 8% | -7% | 4%
> NC1=NC(=O)/C(=C/C=C/c2cccs2)S1
→ -9% | 4 | -18 | -9% | 8% | -13 | -13% | -1% | -12%
> CCc1ccc([C@H]2C[C@H]3[C@H]4C(=O)N(c5ccccc5)C(=O)[C@H]4CC(=O)[C@@H]3CN2S(=O)(=O)c2ccc(C)cc2)cc1
→ -1% | 2 | -22 | 24% | 0% | 6 | 4% | nt | 0%
> Cc1cccc(C)c1-n1nnnc1C(c1ccnc2ccccc12)N1CCN(CC(=O)NC(C)C)CC1 (stereo not drawn)
→ ? | -6 | 39 | 16% | -4% | -18 | 12% | nt | 20%
> Cc1ccc(C(=O)NCCc2nnc3ccc(SCC(=O)NCc4ccc(F)cc4)nn23)cc1
→ 15% | -1 | 13 | 20% | 5% | 13 | 6% | ? | 19%
> CN(Cc1ccccc1)C(=O)c1ccc(NC(=O)Cc2cccc(NC(=O)C3CCCN(C(=O)C4CCCCC4)C3)c2)cc1 (stereo not drawn)
→ 3% | 5 | 19 | -2% | -4% | 0 | 3% | 19% | 0%
> CCOc1ccc(NS(=O)(=O)c2cc(C(=O)NCCCN3CCCC3=O)ccc2C)cc1
→ -20% | -4 | 0 | -7% | 3% | -8 | -1% | -16% | -8%
> COc1ccc(CCN2CC(C(=O)NCc3cn(C)nc3C)CCC2=O)cc1 (stereo not drawn)
→ 11% | 1 | -5 | 4% | 0% | 3 | 2% | nt | 17%
> O=C(COC(=O)COc1ccccc1F)NCCc1ccc(F)cc1
→ 2% | -1 | 1 | 17% | -1% | 2 | 7% | -13% | -1%
> N/C(CC(=O)NC1CCCCC1)=N\OCC(=O)Nc1ccc(Cl)c(Cl)c1
→ -19% | 0 | -27 | -3% | 10% | -3 | -27% | 30% | 15%
> C=CCn1c(SCC(=O)Nc2ccc(C(=O)OCC)cc2)nnc1-c1cccs1
→ -10% | -7 | 32 | -23% | 0% | 20 | 20% | 1% | -3%
> O=S1(=O)CC(N2CC=CC2)CN1Cc1ccc(F)cc1 (stereo not drawn)
→ -2% | -5 | -9 | -7% | 3% | 0 | -2% | nt | -1%
> O=C(Oc1cccc(N2C(=O)CCC2=O)c1)C1CC(=O)N(c2ccc(F)cc2)C1 (stereo not drawn)
→ 10%[9.24 µM] | 9 | 57 | 7% | -1% | 15 | -3% | -2% | 11%
> O=C(NN(CC(O)COc1ccccc1)CC(O)COc1ccccc1)c1ccccc1 (stereo not drawn)
→ -1% | 4 | -14 | ? | 1% | 12 | -5% | -12% | -4%
> COc1ccc(OC)c(C2=NOC(C(=O)NCc3ccccn3)C2)c1 (stereo not drawn)
→ 3% | 2 | 0 | -22% | 1% | 3 | 8% | -9% | 6%
> CCOC(=O)C1=C(C)OC(N)=C(C#N)C1C1CCCCC1 (stereo not drawn)
→ ? | 5 | 25 | 9% | 5% | -22 | ? | 0% | 2%
> COC(=O)c1ccc(C(=O)OC)c(NC(=O)COC(=O)C2CCCCC2)c1
→ 6% | 3 | 12 | 8% | -1% | -12 | 7% | 1% | -2%
> Cc1cccc(NC(=S)N2CCC(c3nc4ccccc4o3)CC2)c1
→ 8% | -11 | -6 | -6% | 11% | 2 | 11% | 1% | 0%
> Cc1ccc(C2=NC3(CCCC3)N=C2SCC(=O)Nc2ccc3c(c2)OCCO3)cc1
→ -2% | 2 | -94* | 1% | -1% | 19 | 1% | 21µM* | -12%
> Cc1c(NC(=O)Nc2cccc(Cl)c2Cl)c(=O)n(-c2ccccc2)n1C
→ 10% | -4 | i | ? | -3% | -10 | 5% | -7% | -4%
> CC1=C(C(=O)NCCCOC(C)C)C2(CCC(C)CC2)OC1=O (stereo not drawn)
→ 2% | -3 | -1 | 16% | -3% | -22 | -3% | 1% | 1%
> O=C(OCC(=O)N1CCc2ccccc21)c1ccccc1F
→ -6% | 4 | 11 | -16% | 13% | 6 | 13% | 0% | 7%
> O=C(Cn1cc([N+](=O)[O-])cn1)N1CCN(c2ccccc2)CC1
→ 25% | -6 | -13 | 0% | 1% | -1 | 1% | -3% | 0%
> CCOC(=O)CSc1nnc(NC(=O)c2cccc(S(=O)(=O)N3CCCC3)c2)s1
→ 7%[9.24 µM] | 5 | -15 | 16% | -2% | 3 | -8% | -1% | -1%
> O=C1c2ccccc2C(=O)N1OCc1ccc(Cl)cc1
→ 10% | -13 | 24 | -1% | -1% | 16 | 3% | -1% | -3%
> CCOc1ccc(NC(=S)NC(C)c2cccs2)cc1 (stereo not drawn)
→ 10% | 2 | -9 | -2% | 20% | -2 | 3% | -1% | 1%
> CCn1c(C)c(C)c2cc(C(=O)N3CCc4ccccc4C3)ccc21
→ 16µM* | 4 | 26 | ? | 18% | 3 | ? | ? | 13µM*
> CCOC(=O)c1c(C)[nH]c(C)c1S(=O)(=O)N1CCN(C(=O)c2ccco2)CC1
→ 10% | 8 | 7 | 15% | 0% | 19 | 9% | -4% | 1%
> CCCCC(=O)OCC(=O)Nc1ccc(C)c(F)c1
→ 1% | -7 | -23 | -15% | 7% | -5 | 2% | -5% | -1%
> CCOC(=O)N1CCC(NCCNC(=O)c2ccc(F)c(F)c2)CC1
→ 20% | -70 | 9 | -1% | 0% | -99* | 10% | -13% | 10%
> COc1ccc2c(c1)C1OCCC1C(c1ccco1)N2 (stereo not drawn)
→ ? | -3 | ? | -15% | -3% | -21 | ? | 21% | 0%
> CC1(C(=O)N2CCN(C(=O)c3ccco3)CC2)CCN1Cc1ccccc1OC(F)F (stereo not drawn)
→ 8% | 7 | -5 | 2% | 0% | 18 | 4% | nt | 0%
> Nc1nc(-c2cccnc2)nn1C(=O)c1ccccc1Cl
→ 7% | 3 | 12 | ? | 8% | 0 | -2% | ? | 16%
> O=C(NCC1CCCCC1)c1ccc(Cl)c(S(=O)(=O)N2CCOCC2)c1
→ 7% | -1 | 20 | -8% | 11% | 3 | 1% | -3% | -2%
> O=[N+]([O-])c1ccc(N2CCN(c3ccc(F)cc3)CC2)cc1
→ -3% | -13 | -24 | 1% | 12% | -24 | 0% | -1% | -10%

An excerpt from above in order of count of non-hydrogen atoms, high to low.
Each structure is followed by: HT1080 IDH1KD tx | DRD3 agonist | IL-1B inflam inh | KB-V1 MDR tox | GLP-1R agonist | DRD3 antagonist | HT1080-NT tox | SW480 rereplic | KB-3-1 tox
> Cc1ccc(C(=O)NCCc2nnc3ccc(SCC(=O)NCc4ccc(F)cc4)nn23)cc1
→ 15% | -1 | 13 | 20% | 5% | 13 | 6% | ? | 19%
> COc1ccc(OC)c(NC(=S)NCC(c2cccnc2)N2CCOCC2)c1 (stereo not drawn)
→ 6% | 2 | 9 | 0% | -7% | 22 | 6% | 0% | 2%
> O=[N+]([O-])c1ccc(N2CCN(c3ccc(F)cc3)CC2)cc1
→ -3% | -13 | -24 | 1% | 12% | -24 | 0% | -1% | -10%

Screening results: PubChem BioAssay, National Center for Advancing Translational Sciences (NCATS)
